Growth percent in the NCI-60 one-dose screen (48 h, 10 µM unless noted): 100 = growth as untreated, 0 = no growth, -100 = all killed.
HCT-116 – HCT-116 colon cancer | hit rate 7.3% among 82,000 | AID 1794798
HCT-15 – HCT-15 colon cancer; hit rate 5.2% among 82,000
SW-620 – SW-620 colon cancer; AID 1794795; hit rate 5.2% among 82,000
KM12 – KM12 colon cancer cells | hit rate 5% among 82,000
OVCAR-4 – OVCAR-4 ovarian cancer cells. AID 1794784. hit rate 3.7% among 80,000
HT29 – HT29 colon cancer; hit rate 7.4% among 81,000
IGROV1 – IGROV1 ovarian cancer. hit rate 4.7% among 79,000. AID 1794786
SK-OV-3 – SK-OV-3 ovarian cancer cells; hit rate 3.2% among 80,000; AID 1794785
COLO 205 – COLO 205 colon cancer; hit rate 7.3% among 79,000
Active calls of the source: *; / = not tested or not shown; & = joins results of further samples; ! = not confirmed by another sample; [ ] = remark or other dose. The calls were made as follows: active = growth percent below 10; inactive = the rest.

The opening 6 entries, to show the layout:
SMILES	HCT-116	HCT-15	SW-620	KM12	OVCAR-4	HT29	IGROV1	SK-OV-3	COLO 205
COc1ccc2nc(-c3cc4c([nH]c5ccccc54)c(-c4ccc(F)c(F)c4)n3)[nH]c2c1	32	47	85	35	51	41	40	113	77
O=C(CCc1ccccc1)c1ccccc1	102	104	107	118	92	101	99	111	118
C=C1CC[C@@H]2[C@]3(C)COC(c4cn[nH]c4-c4ccccc4)O[C@@H]3CC[C@@]2(C)[C@@H]1C/C=C1/C(=O)OCC1O (stereo not given in full)	-20*	-81*	/	-11*	11	-79*	31	107	-11*
CN1CCS(=O)(=O)C2CCCCC2C1=O (stereo not given)	110	101	102	104	94	119	105	104	112
CCc1nc(C#N)c(N2CCC(c3nc(-c4ccccc4)no3)CC2)o1	105	97	98	99	92	106	101	/	114
COC(=O)C1C(=O)C(C(=O)OC)C(C)N(C)C1C (stereo not given)	110	105	105	99	111	105	112	101	109

The listing (from the top)
SMILES	HCT-116	HCT-15	SW-620	KM12	OVCAR-4	HT29	IGROV1	SK-OV-3	COLO 205
COc1ccc2nc(-c3cc4c([nH]c5ccccc54)c(-c4ccc(F)c(F)c4)n3)[nH]c2c1	32	47	85	35	51	41	40	113	77
O=C(CCc1ccccc1)c1ccccc1	102	104	107	118	92	101	99	111	118
C=C1CC[C@@H]2[C@]3(C)COC(c4cn[nH]c4-c4ccccc4)O[C@@H]3CC[C@@]2(C)[C@@H]1C/C=C1/C(=O)OCC1O (stereo not given in full)	-20*	-81*	/	-11*	11	-79*	31	107	-11*
CN1CCS(=O)(=O)C2CCCCC2C1=O (stereo not given)	110	101	102	104	94	119	105	104	112
CCc1nc(C#N)c(N2CCC(c3nc(-c4ccccc4)no3)CC2)o1	105	97	98	99	92	106	101	/	114
COC(=O)C1C(=O)C(C(=O)OC)C(C)N(C)C1C (stereo not given)	110	105	105	99	111	105	112	101	109
COc1cc2nc(-c3ccc(C(F)(F)F)cc3)cc(OCCCN3CCCCC3)c2cc1OC	26	10.0*	30	37	55	16	32	78	12
O=[N+]([O-])c1ccc(NNCNNc2ccc([N+](=O)[O-])cn2)nc1	90	102	102	103	105	88	114	102	105
CCOC(=O)C1(c2ccccc2)C(=O)Oc2ccccc21 (stereo not given)	104	107	91	103	106	108	99	108	104
COc1ccc(C(=O)Nn2c(N)cc3ccccc3c2=O)cc1	102	101	104	101	97	119	95	111	117
COC(=O)C(C)(C)C1Oc2cc(C)c(Cl)cc2C(=O)/C1=C\O (stereo not given)	90	109	100	99	100	101	93	86	97
COc1ccc(CN2c3ccccc3Sc3ccccc32)cc1F	8.5*	16	24	14	49	-4.4*	36	17	-33*
CC(=O)Nc1ccc(C(=O)c2ccccc2)cc1	91	93	95	99	95	78	104	82	106
Cn1ccc2c3nnn(Cc4ccccc4)c3ccc21	97	83	106	107	88	117	98	98	88
CCCCOc1nc2ccc(OC)cc2cc1-c1cc(-c2ccc(Cl)cc2)nc(-c2ccc(Cl)cc2)c1	102	104	102	104	99	104	105	108	112
O=[N+]([O-])c1cccc(-c2ncc(-c3ccc(Cl)cc3Cl)[nH]2)c1	14	-90*	-88*	16	70	-65*	27	115	89
CCN(CC)Cc1cc(C(C)(C)C)cc(N2CCOCC2)c1O	94	101	105	107	116	102	100	93	100
O=[N+]([O-])c1ccc(/C=N/N2CCOCC2)s1	105	100	109	101	/	101	117	/	107
Cc1ccc(C(=O)c2cnc(=S)[nH]c2-c2ccc(Br)cc2)cc1	100	107	100	104	107	112	108	117	124
COc1c(C(=O)Nc2ccccc2)cc(S(=O)(=O)N2CCCCC2)c(OC)c1OC	80	87	95	93	94	81	86	96	101
CCOC(=O)N(C)c1ccccc1	97	106	102	100	98	108	110	103	101
Nc1nc2c(c3cnccc13)C(c1cccc(Cl)c1)Cc1cnccc1-2 (stereo not given)	6.8*	7.8*	24	14	32	5.0*	36	32	/
NC(N)=N/N=C/c1ccccc1F	101	103	103	116	101	112	97	99	100
O=S(=O)(Nc1ccsc1-c1nc(-c2ccccc2)no1)c1cc(Cl)cc(Cl)c1	90	92	96	93	94	99	100	83	/
O=c1c(/C=C/c2ccco2)nnc2scc(-c3ccc(Cl)cc3)n12	55	95	81	94	89	90	12	98	98
O=C(/C=C/c1cc(CN2CCOCC2)c(O)c2ncccc12)c1cc(CN2CCOCC2)c(O)c2ncccc12	22	16	19	22	30	17	15	-22*	30
O=C(Nc1ccc(Br)cc1)c1cc(Br)c(O)c(Br)c1O	91	98	116	100	87	94	90	97	102
CN1CCN(c2ccc3nc(-c4ccc5nc(-c6ccc(OCCC(C)(C)C)cc6)[nH]c5c4)[nH]c3c2)CC1	-95*	56	-83*	-61*	81	-82*	78	89	5.1*
Cc1ccc(Oc2nc3ccccc3cc2-c2nnc(Cc3ccccc3)o2)cc1	22	60	36	79	73	87	69	82	89
CCNC(=S)NNC(=O)c1cc2ccc1CCc1ccc(cc1)CC2	92	97	101	102	106	104	103	123	107
COC(=O)c1nn(C(=O)c2ccc(F)cc2)c2ccccc12	90	101	102	99	100	102	98	87	106
COc1ccc(C(=O)/C=C/c2ccc(OCc3ccccc3)c(OC)c2)cc1OC	12&18	9.8*!	10&13	16&36	26	15&11	23&84	84&91	52&75
c1ccc(-c2cn3ccnc3c(-c3ccccc3)n2)cc1	92	90	96	94	112	88	104	92	106
O=[N+]([O-])c1cccc(CO/N=C/c2ccccc2O)c1	102	87	109	94	92	94	81	98	98
CC(C)C(=O)Nc1ccc(-c2nc(-c3cccc(O)c3)c(-c3ccnc(Br)c3)[nH]2)cc1	53	66	43	43	43	41	59	54	59
OC(c1ccccc1)C1CCCCC1 (stereo not given)	101	102	107	118	105	111	110	109	116
COc1ccc(/C=C\c2cc(OC)c(OC)c(OC)c2)cc1OC(=O)c1cccc(Cn2cc(CCOC(=O)[C@H](N)Cc3cn(C)c4ccccc34)nn2)c1	3.7*	12	29	5.5*	21	8.6*	16	35	-54*
Nc1nc(SCC(=O)O)c2[nH]cnc2n1	104	101	102	104	100	98	99	95	107
CCN(CC)CCOc1ccc(Nc2ncc3cc(-c4ccc(O)cc4)c(=O)n(C)c3n2)cc1	32	20	-34*	37	110	15	23	53	38
COc1ccc(CCNC(=O)C(O)[C@H](Cc2ccccc2)NC(=O)c2oc3cc(OC)ccc3c(=O)c2C)cc1 (stereo not given in full)	112	104	114	104	123	112	114	105	138
CC1=CSC2=NC(c3ccc(Cl)c(Cl)c3)=CC(c3ccc(Cl)cc3)N12 (stereo not given)	3.7*	67	26	57	63	101	-52*	-20*	104
Cc1ccc(/C=C2\Oc3cc(OCC(=O)c4ccc(Cl)cc4)ccc3C2=O)cc1	90	93	97	104	119	104	57	115	111
COc1cc(-n2cc(C#N)c(N)c2C(=O)c2ccc(C#N)cc2)cc(OC)c1OC	94	96	115	114	102	102	117	109	119
ClCc1ccc(Oc2ccc(CCl)cc2)cc1	100	108	100	112	101	105	115	96	106
C(=Nc1ccccc1)c1ccc[nH]1	95	95	99	99	107	102	110	109	105
CCn1cnc(C[C@H](NC(=O)[C@@H](NC(=O)Nc2cc(C(F)(F)F)cc(C(F)(F)F)c2)C(C)(C)C)C(=O)OC)c1	-81*[100 µM]	-68*[100 µM]	-60*[100 µM]	/	-83*[100 µM]	-83*[100 µM]	-72*[100 µM]	-100*[100 µM]	-80*[100 µM]
C[C@H]1O[C@@H](O[C@H]2[C@@H](O)C[C@H](O[C@H]3[C@@H](O)C[C@H](O[C@H]4CC[C@]5(C)C6C[C@@H](O)[C@]7(C)[C@@H](C8=CC(=O)OC8)CC[C@]7(O)C6CC[C@@H]5C4)O[C@@H]3C)O[C@@H]2C)C[C@H](O)[C@@H]1O (stereo not given in full)	-89*	-95*	-98*	-100*	-30*	-84*	-38*	-93*	-86*
COc1cc(-c2cc(=O)c3c(O)cc(C)cc3o2)cc(OC)c1OC	106	108	109	101	115	104	105	98	104

Reformatted with bars between the fields: entries from further up.
compound | HCT-116 | HCT-15 | SW-620 | KM12 | OVCAR-4 | HT29 | IGROV1 | SK-OV-3 | COLO 205
CCN(CC)CCOc1ccc(Nc2ncc3cc(-c4ccc(O)cc4)c(=O)n(C)c3n2)cc1 | 32 | 20 | -34* | 37 | 110 | 15 | 23 | 53 | 38
Cc1ccc(/C=C2\Oc3cc(OCC(=O)c4ccc(Cl)cc4)ccc3C2=O)cc1 | 90 | 93 | 97 | 104 | 119 | 104 | 57 | 115 | 111
Nc1nc(SCC(=O)O)c2[nH]cnc2n1 | 104 | 101 | 102 | 104 | 100 | 98 | 99 | 95 | 107

Continued:
SMILES	HCT-116	HCT-15	SW-620	KM12	OVCAR-4	HT29	IGROV1	SK-OV-3	COLO 205
C=CCOC(=O)C1=C(C)NC2=C(C(=O)CC(C)(C)C2)C1C (stereo not given)	100	95	91	89	87	89	86	85	95
Nc1ncnc2c1ncn2-c1ccc(C(F)(F)F)cc1	100	106	108	104	122	104	/	110	104
c1ccc2c(OCCCn3ccnc3)c3oc4ccccc4c3nc2c1	48	67	56	83	86	60	75	94	64
c1ccc(CN2CCCC(c3ccccc3)=C2c2ccccc2)cc1	73	92	91	92	100	66	91	97	94
Cc1nc(C)c(/C=C2\C(=O)Nc3ccccc32)nc1C	94	94	107	97	98	102	/	93	113
